Compound activity deposited in PubChem by several laboratories.
KCNK3 inh: human KCNK3 channel inhibition, primary screen. O14649. CHO-KCNK3 thallium flux, FluxOR fluorescence; hits give low values. B-score at 10 µM. 340,000 tested, 0.84% active;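 active = B-score under library mean minus 4 SD, starting fluorescence ratio at most library mean plus 5 SD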;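 note: more negative B-score means stronger inhibition of thallium flux through KCNK3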
Target sequence (O14649 whole entry, looked up): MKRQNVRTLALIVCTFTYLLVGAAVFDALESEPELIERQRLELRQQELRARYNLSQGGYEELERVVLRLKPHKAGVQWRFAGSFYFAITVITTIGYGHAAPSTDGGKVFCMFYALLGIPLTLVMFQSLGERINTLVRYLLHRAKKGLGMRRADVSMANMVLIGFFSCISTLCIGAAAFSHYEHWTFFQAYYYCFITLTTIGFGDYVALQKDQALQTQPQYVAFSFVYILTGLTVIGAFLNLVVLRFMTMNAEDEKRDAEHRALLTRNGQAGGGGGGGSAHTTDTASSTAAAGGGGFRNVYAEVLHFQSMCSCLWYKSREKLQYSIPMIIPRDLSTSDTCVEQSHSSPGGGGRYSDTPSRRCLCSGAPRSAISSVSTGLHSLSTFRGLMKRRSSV
TRPC4 PAM: allosteric potentiators of mouse TRPC4 channel. AID 2227. HEK293 TRPC4beta/mu-opioid, DAMGO EC20, Fluo-4 Ca2+ flux; hits give high values. B-score at 10 µM. 310,000 tested, 0.42% active;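 active = B-score of calcium response area above 5 SD of library B-scores, with initial fluorescence ratio within 5 SD of library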;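 note: B-score of integrated fluorescence ratio over time as area under calcium response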
PolyA inhibitor: inhibitors of polyadenylation in S. cerevisiae. S. cerevisiae SKY197-pL101 polyadenylation reporter, beta-gal luminescence; efflux-impaired pdr1/pdr3 knockout yeast; score 100 = 6 SD above DMSO. calls only at 12 µM. 300,000 tested, 0.02% active;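 active = lowest replicate activity score at least 50, where 100 means six control SD above control mean; inconclusive = lowest score under 50 but half or more replicates reach 50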;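 note: yeast exposed to compound for 9 h at 30 °C; higher score means more reporter readthrough which indicates perturbed polyadenylation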
KCNK9 inh: human KCNK9 channel inhibition. AID 488922. Q9NPC2. 310,000 tested, 1.2% active. B-score at 10 µM. HEK293 KCNK9, FluxOR thallium flux fluorescence; hits give low values;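 active = ratio B-score over 3 SD below the library mean, with starting fluorescence within 5 SD of its mean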;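 note: negative B-score means less thallium flux so channel inhibition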
Target sequence (Q9NPC2 whole entry, looked up): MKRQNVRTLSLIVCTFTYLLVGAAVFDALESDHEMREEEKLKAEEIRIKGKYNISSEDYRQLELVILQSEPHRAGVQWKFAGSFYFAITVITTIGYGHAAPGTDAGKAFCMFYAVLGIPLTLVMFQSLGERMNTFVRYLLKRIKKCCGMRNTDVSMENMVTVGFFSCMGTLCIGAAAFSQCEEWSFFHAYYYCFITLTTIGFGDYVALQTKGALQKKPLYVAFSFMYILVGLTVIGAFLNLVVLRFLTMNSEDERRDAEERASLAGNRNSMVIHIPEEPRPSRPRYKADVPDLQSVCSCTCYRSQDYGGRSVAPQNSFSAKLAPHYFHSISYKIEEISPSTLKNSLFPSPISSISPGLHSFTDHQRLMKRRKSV
TRPC4 inh: inhibitors of mouse TRPC4 channel | B-score at 10 µM | HEK293 TRPC4beta/mu-opioid, DAMGO-evoked Fluo4 calcium flux; hits give low values | AID 2247 | Q9QUQ5 | 300,000 tested, 0.39% active;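 active = B-score over 3 SD under the library average, no early fluorescence shift, positive overall ratio signal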
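Material: HEK293 cells with stable TRPC4beta plus mu-opioid receptor expression / Probe or stimulus: DAMGO in two steps, submaximal then maximal / Compound: single concentration per test compound / Technique: kinetic Fluo4 fluorescence imaging of calcium influx / Read-out: per-well B score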
KCNQ1 inh: blocks the human KCNQ1 potassium channel. AID 2642. B-score at 10 µM. 310,000 tested, 1.3% active. P51787. CHO-K1 KCNQ1, FluxOR thallium flux fluorescence; hits give high values;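 active = compounds whose thallium flux B-score, printed positive for inhibition, exceeds three library SD while starting fluorescence stays within three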;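 note: channel opened by potassium depolarization with thallium stimulus after 20 min compound exposure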
Platelet DG rel: platelet dense granule release activity; human platelet-rich plasma, SFLLRN dense granule ATP release, luminescence; inhibition, %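 (compounds screened at 7.5 µM in platelet-rich plasma)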; 300,000 tested, 0.22% active;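 active = mean replicate score, as percent of positive control, at or above 50; inconclusive = mean below 50 but at least one replicate at or above 50; inactive = mean and every replicate below 50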
hERG rescue: shields human hERG channel from block by proarrhythmic agents. activation (rescue from dofetilide block), less the hit threshold, % at 10 µM. Q12809. CHO-hERG, FluxOR thallium flux, dofetilide IC70 present. 310,000 tested, 0.51% active;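 active = activation above the mean of controls blocked by dofetilide plus 5 SD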;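 note: thallium influx through hERG after potassium depolarization seen as dye fluorescence rise; in these data hits start at about 4.7%; inactives centre near -7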
Dyrk1A ADPGlo: blocks rat Dyrk1A kinase activity; inhibition, % at 12.5 µM; 310,000 tested, 0.43% active; Q63470; ADP-Glo luminescence, NFATc1 peptide; in the data active = inhibition above about 50%;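 note: plate controls were vehicle with enzyme for no effect and no enzyme for full effect; many of its hits are not listed in these tables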
KCNQ1 pot: potentiators or activators of human KCNQ1 potassium channel. P51787. CHO-K1 KCNQ1, thallium flux FluxOR fluorescence; hits give high values. B-score at 10 µM. 310,000 tested, 0.35% active. AID 2648;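 active = fluorescence ratio B-score, a plate-corrected score, at least three library SD, with initial intensity B-score within 5 SD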
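assay system = KCNQ1-transfected CHO-K1 cells | medium = assay buffer with matched DMSO | probe or stimulus = depolarizing K+/Tl+ stimulus, K2SO4 and Tl2SO4 each 12.5 mM in 5x stock | dosing = single dose | incubation = dye 90 min, compound 20 min, room temperature | detection = kinetic FluxOR fluorescence, 10 s baseline plus 110 s post-stimulus | evaluation = ratio B score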
TRPC4 act: TRPC4 (mouse) channel activation | B-score at 10 µM | 310,000 tested, 0.49% active | HEK293 TRPC4beta/mu-opioid, Fluo4 calcium fluorescence; hits give high values | AID 2237 | Q9QUQ5;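 active = B-score above 5 SD of library B-scores, and initial fluorescence ratio not above library mean plus 5 SD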;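 note: positive B-score marks a calcium rise read as TRPC4 activation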
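Material: HEK293 stable line with TRPC4beta plus mu-opioid receptor; technique: Fluo4 calcium-sensitive dye fluorescence, kinetic, 1 Hz baseline; timing: Fluo4 dye loading 45 min at room temperature, 110 s recording; controls: assay buffer as low control, maximal DAMGO as high control; read-out: integrated baseline-normalised fluorescence ratio, converted to per-well B score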
Active calls of the source: *; i = inactive; ? = inconclusive; nt = no result given.

SMILES | KCNK3 inh | TRPC4 PAM | PolyA inhibitor | KCNK9 inh | TRPC4 inh | KCNQ1 inh | Platelet DG rel | hERG rescue | Dyrk1A ADPGlo | KCNQ1 pot | TRPC4 act
O=C(/C=C/c1ccc(Cl)cc1Cl)NCCSCc1ccccc1 | i | i | i | i | i | i | 7 | -8 | -7 | i | i
O=C(O)c1nn(CCOc2cccc(Cl)c2)c(=O)c2ccccc12 | i | i | i | i | i | i | -8 | -11 | -6 | i | i
CCOc1ccc(S(=O)(=O)Nc2cccc(C(=O)N3CCN(c4ccc(OC)cc4)CC3)c2)cc1 | i | i | i | i | i | i | -5 | -6 | 3 | i | i
CC1(C)Cc2c(sc(NC(=O)C(=O)N3CCCCC3)c2C(N)=O)CO1 | i | i | i | i | i | i | 5 | -8 | nt | i | i
S=C(N/N=C/c1cccc2ccccc12)Nc1cccc(Cl)c1 | i | i | i | i | i | i | 9 | 5.3* | -7 | 8* | i
CCOc1ccccc1CN1CCNC(=O)C1CC(=O)N(C)CCc1cnn(C)c1 (configuration not stated) | i | i | i | i | i | i | -3 | -11 | 1 | i | i
C/C(=N\NC(=O)C1(C)CC1(Br)Br)c1cccc(NC(=O)C(C)(C)C)c1 (configuration not stated) | i | i | nt | i | i | i | 5 | -3 | 0 | i | i
CCCOC(=O)c1c(NC(=O)/C=C/c2cnn(C)c2C)sc(C(=O)OCC)c1C | i | i | i | i | nt | i | -13 | -5 | 6 | i | i
O=C(c1cccc([N+](=O)[O-])c1)N1CCN(C/C=C/c2ccccc2)CC1 | i | i | i | i | i | i | -1 | -7 | nt | i | i
Cc1cc(S(=O)(=O)NCCCn2ccnc2)c(C)cc1Cl | i | i | i | i | i | i | -7 | -9 | -6 | i | i

Compound profiles, from the list above. Order of values: KCNK3 inh | TRPC4 PAM | PolyA inhibitor | KCNK9 inh | TRPC4 inh | KCNQ1 inh | Platelet DG rel | hERG rescue | Dyrk1A ADPGlo | KCNQ1 pot | TRPC4 act
`CCOc1ccc(S(=O)(=O)Nc2cccc(C(=O)N3CCN(c4ccc(OC)cc4)CC3)c2)cc1` is entered as i | i | i | i | i | i | -5 | -6 | 3 | i | i
`CCCOC(=O)c1c(NC(=O)/C=C/c2cnn(C)c2C)sc(C(=O)OCC)c1C` is entered as i | i | i | i | nt | i | -13 | -5 | 6 | i | i
`O=C(O)c1nn(CCOc2cccc(Cl)c2)c(=O)c2ccccc12` is entered as i | i | i | i | i | i | -8 | -11 | -6 | i | i
`CC1(C)Cc2c(sc(NC(=O)C(=O)N3CCCCC3)c2C(N)=O)CO1` is entered as i | i | i | i | i | i | 5 | -8 | nt | i | i
`CCOc1ccccc1CN1CCNC(=O)C1CC(=O)N(C)CCc1cnn(C)c1` (configuration not stated) is entered as i | i | i | i | i | i | -3 | -11 | 1 | i | i

Single values from the entries so far:
In Dyrk1A ADPGlo, `CCOc1ccccc1CN1CCNC(=O)C1CC(=O)N(C)CCc1cnn(C)c1` (configuration not stated) reads 1
In Platelet DG rel, `S=C(N/N=C/c1cccc2ccccc12)Nc1cccc(Cl)c1` reads 9

Going on with the list.
SMILES | KCNK3 inh | TRPC4 PAM | PolyA inhibitor | KCNK9 inh | TRPC4 inh | KCNQ1 inh | Platelet DG rel | hERG rescue | Dyrk1A ADPGlo | KCNQ1 pot | TRPC4 act
O=C1CC(c2ccc3c(c2)OCO3)C2=C(CCCC2=O)N1 (configuration not stated) | i | i | i | i | i | i | -2 | -4 | 1 | i | i
O=C(Cc1n[nH]c(=O)c2ccccc12)NCc1ccccc1 | i | i | i | i | i | i | -1 | 2 | -3 | i | i
CCOC(=O)c1c(C)[nH]c(C)c1C(=O)CSc1nnc(-c2ccc(OC(F)F)cc2)o1 | i | i | i | i | i | i | -10 | -5 | -2 | i | i
O=C(OCC(=O)N(CCc1ccccc1)Cc1ccccc1)c1ccccc1O | -12* | i | i | -18* | i | 8* | -4 | -12 | 11 | i | i
CN(C)CCNC(=O)c1cccc(S(=O)(=O)Nc2ccccc2F)c1 | i | i | i | i | i | i | 12 | -17 | -2 | i | i
CCCc1[nH]n(-c2ccc([N+](=O)[O-])cc2)c(=O)c1C=NCCc1ccc(OC)c(OC)c1 | i | i | i | i | i | i | -11 | -10 | -5 | i | i
O=C(NCc1ccco1)c1nc2c(nnn2Cc2cccc(Cl)c2)c(=O)[nH]1 | i | i | i | i | i | i | -4 | -8 | nt | i | i
COc1ccc([N+](=O)[O-])cc1NC(=O)c1ccc(Br)s1 | i | i | i | i | i | i | 2 | -13 | -1 | i | i
Cc1onc(-c2ccccc2Cl)c1C(=O)OCc1cnc(Cl)s1 | i | i | i | i | i | i | -1 | -14 | 6 | i | i
CC(=O)NC(=S)Nc1ccccc1N1CCN(C(=O)c2ccccc2)CC1 | i | i | i | i | i | i | 3 | -12 | -1 | i | i
Cc1ccc(C2Nc3cccc4cccc(c34)N2)cc1 | i | i | i | i | i | i | 3 | -7 | 29 | i | i
Cc1ccc(NCc2nnc(SCC(=O)Nc3ccccc3)n2CC2CCCO2)c(C)c1 (configuration not stated) | i | i | i | i | i | i | 2 | -22 | 0 | i | i
Cc1cccn2cc(-c3ccc4c(c3)NC(=O)CO4)nc12 | i | i | i | i | i | i | -18 | -7 | 7 | i | i
O=C(Nc1ccccc1O)c1ccccc1O | i | i | i | i | i | i | -2 | -12 | 11 | i | i
COc1ccc(/C=N/NC(=O)c2cccnc2)cc1CN1CCc2ccccc2C1 | i | i | nt | i | i | i | -3 | -11 | nt | i | i
Cc1ccc(S(=O)(=O)N2CCOCC2)cc1C(=O)Nc1ccccc1N1CCCC1 | i | i | i | i | i | i | -2 | -12 | -4 | i | i
CN1CCN(C(CNS(=O)(=O)c2ccc([N+](=O)[O-])cc2)c2ccc(F)cc2)CC1 (configuration not stated) | i | i | i | i | i | i | 8 | -12 | -7 | i | i
COc1cc(C(=O)Nc2cccc3ncccc23)cc(OC)c1OC | i | i | i | i | i | i | 8 | -8 | -6 | i | i
COc1ccccc1NC(=O)C(=O)Nc1ccccn1 | i | i | i | i | i | i | -5 | -2 | -2 | i | i
CCn1c(SCC(=O)Nc2ccc(NC(C)=O)cc2)nnc1C1CC1 | i | i | i | i | i | i | 0 | -5 | -3 | i | i
O=C(CNCc1ccc(Cl)cc1)NCc1ccco1 | i | i | i | i | i | i | 6 | 0 | 0 | i | i
Nn1c(Cc2cccc3ccccc23)nnc1SCC(=O)N1CC(=O)Nc2ccccc21 | i | i | i | i | i | i | -2 | -8 | 9 | i | i
CN(C)CCNc1ncnc2c1cnn2-c1ccc(Cl)cc1 | i | i | i | i | i | i | -4 | -14 | 11 | i | i
COC(=O)C1=C(C(=O)OC)[C@@H]2N(C)c3ccccc3[C@@]23C[C@@H](C(=O)OC)N(C(=O)COCc2ccccc2)C3=N1 | i | i | i | i | i | i | 0 | -4 | 0 | i | i
COc1ccc(N(CC(=O)Nc2ccc(C)cc2C)S(=O)(=O)c2c(C)n[nH]c2C)cc1 | i | i | i | i | i | i | 9 | -7 | -1 | i | i
Cc1cc(NC(=O)c2cccc(F)c2)ncc1NC(=O)c1ccco1 | i | i | i | i | i | i | ? | -4 | -6 | i | i
O=C(Oc1cccc(F)c1)c1ccc2c(=O)n3c(nc2c1)CCC3 | i | i | i | i | i | i | -5 | -9 | nt | i | i
O=C(NCCN1CCCC1)c1ccc(Cl)cc1Cl | i | i | i | i | i | i | 0 | 0 | -3 | i | i
O=C(NC1CCS(=O)(=O)C1)c1ccc(S(=O)(=O)N2CCCCC2)cc1 (configuration not stated) | i | i | i | i | i | i | -12 | -3 | 4 | i | i
COc1ccc(CSc2n[nH]c(C)n2)cc1[N+](=O)[O-] | i | i | i | i | i | i | 22 | -10 | -5 | i | i
CCc1ccccc1N(CC(=O)NCCc1ccccc1)C(=O)CCC(=O)Nc1ccccn1 | i | i | i | i | i | i | 4 | -7 | 4 | i | i
CCOC(=O)N1CCC(NC(=O)C2CCN(C(=O)c3cc4sccc4n3CC)CC2)CC1 | i | i | i | i | i | i | -3 | -9 | -4 | i | i
COc1ccc(CCNC(=O)[C@H](CCSC)NC(=O)N2CCn3c2nc2ccccc23)cc1OC | i | i | i | i | i | i | -1 | -9 | -3 | i | i
CCn1c2ccccc2c2cc(NC(=O)CSc3nnc(-c4cccc(Cl)c4)o3)ccc21 | i | i | i | i | i | i | 61* | -11 | -3 | i | i
Cc1ccccc1Nc1nc(-c2sc(NC(=O)c3cccc(Cl)c3)nc2C)cs1 | nt | i | i | i | i | i | 1 | -7 | nt | i | i
O=c1[nH]c(N2CCCCC2)nc2ncn(Cc3ccccc3)c12 | i | i | i | i | i | i | 4 | -17 | -7 | i | i
CCC(C)c1ccc(NC(=O)C2CCCN(c3ncccn3)C2)cc1 (configuration not stated) | i | i | i | i | i | i | -3 | -12 | -7 | i | i
COc1ccc(-n2c(SCC(=O)N/N=C(\C)c3cccnc3)nc3ccccc3c2=O)cc1 | i | i | i | i | i | i | -11 | -7 | nt | i | i
c1ccc(OCCCc2nc(-c3cccnc3)no2)cc1 | i | i | i | i | i | i | 0 | 0 | 4 | i | i
CN(C)CCn1c(NC(=O)c2ccc(Cl)cc2)nc2ccccc21 | i | i | i | i | i | i | -1 | -7 | 2 | i | i
Cc1ccccc1NC(=O)Cc1nc(COC(=O)c2cc([N+](=O)[O-])ccc2NCCO)cs1 | i | i | i | i | i | i | -3 | -12 | 0 | i | i
CCOCCCNC(=S)NCCCNc1nc2ccc(C)cc2cc1C#N | nt | i | nt | i | i | i | 1 | -14 | nt | i | i
COc1ccc(C(=O)N/C(=C\c2cn(S(=O)(=O)N(C)C)c3ccccc23)C(=O)N2CCOCC2)cc1 | i | i | i | i | i | i | 2 | -9 | -2 | i | i
C=CCN(CC=C)C(=S)Nc1cc(Cl)ccc1OC | i | i | i | i | i | i | 5 | 1 | -1 | i | i

These rows are one share of the data. The share of hits here may be higher or lower than overall.
